# Compound activity from PubChem.
# UBC13 inh: UBC13 polyubiquitin chain formation inhibitors, primary screen, biochemical, TR-FRET, uHTS; inhibition, % at 20 µM; Ubiquitin-conjugating enzyme E2 N (Homo sapiens), P61088; hit rate 0.47% among 330,000; AID 485273, 2010; in the data active = inhibition above about 45%, passing the limit was not always enough
# Target sequence (P61088 whole entry, looked up): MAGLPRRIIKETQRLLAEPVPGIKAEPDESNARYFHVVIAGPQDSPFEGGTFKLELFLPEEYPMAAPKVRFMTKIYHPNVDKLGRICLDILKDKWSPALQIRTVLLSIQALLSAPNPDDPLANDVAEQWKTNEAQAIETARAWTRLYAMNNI
# APJ antag: antagonists of human apelin receptor APJ, primary screen, CHO-K1 cells, beta-arrestin complementation, luminescence. hit rate 0.32% among 330,000. P35414. inhibition, % at 20 µM;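 active = inhibition above about 40% at 20 µM, limit read from the data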;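 note: cells challenged with 10 nM apelin-13 agonist together with compound; plate controls were apelin-13 plus DMSO wells for no effect and DMSO wells lacking apelin-13 for full effect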
# CXCR6 inh: CXCR6 receptor inhibitors, primary screen, cell-based, beta-arrestin, luminescence, CHO-K1 PathHunter, 1536-well; hit rate 0.36% among 360,000; inhibition, % at 20 µM; in the data active = inhibition above about 34%, passing the limit was not always enough;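 note: antagonist mode with CXCL16 agonist at 10 nM final; 0% = 10 nM CXCL16 with DMSO and 100% = unstimulated wells without agonist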
# Gli-Sufu block: Gli-Sufu pathway antagonists, primary screen, luciferase luminescence, Sufu-KO-LIGHT cells, uHTS; hit rate 0.74% among 340,000; Sufu-KO-LIGHT fibroblasts, Gli luciferase reporter luminescence; inhibition, % at 5 µM;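 active = inhibition above about 55%, limit read from the data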;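 note: 0% = DMSO-treated cells and 100% = wells with medium but no cells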
# EBI2 antag: EBI2 receptor antagonists, beta-arrestin recruitment, primary screen, cell-based, luminescence, 7a,25-OHC stimulation, uHTS; 7a,25-OHC stimulated; inhibition, % at 5 µM; G-protein coupled receptor 183 (Homo sapiens), P32249; hit rate 0.81% among 360,000; in the data active = inhibition above about 38%;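 note: enzyme fragment complementation signal reports receptor beta-arrestin coupling in cells; 0% = agonist plus DMSO wells and 100% = wells without agonist; some results beyond the cut were filed as inactive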
# Target sequence (P32249 whole entry, looked up, the tested form may be a part): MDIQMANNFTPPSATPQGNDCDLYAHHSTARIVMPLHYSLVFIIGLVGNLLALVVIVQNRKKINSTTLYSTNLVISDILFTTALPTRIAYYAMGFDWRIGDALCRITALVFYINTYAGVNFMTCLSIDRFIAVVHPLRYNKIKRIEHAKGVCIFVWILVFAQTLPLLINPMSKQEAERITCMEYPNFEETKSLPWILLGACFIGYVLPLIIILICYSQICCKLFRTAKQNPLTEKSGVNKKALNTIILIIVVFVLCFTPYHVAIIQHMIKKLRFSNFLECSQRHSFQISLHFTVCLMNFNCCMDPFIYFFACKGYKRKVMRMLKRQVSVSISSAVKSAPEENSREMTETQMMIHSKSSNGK
# 697 NFkB inh: inhibitors of PMA/ionomycin-induced NF-kB reporter, 697 cells, primary screen, B-cell NF-kB inhibitor project, cell-based, luminescence, uHTS | 697 B-cell NF-kB luciferase reporter, 16 h | inhibition, % at 4 µM | hit rate 0.33% among 330,000; in the data active = inhibition above about 35%
# CCR6 antag: CCR6 receptor antagonists, primary screen, cell-based, CHO-K1, luminescence, beta-arrestin, uHTS; CHO-K1 CCR6 PathHunter beta-arrestin, CCL20-stimulated; hit rate 0.49% among 340,000; inhibition, % at 20 µM;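 active = compounds whose inhibition of the agonist-driven luminescence signal at 20 µM reaches about 50%, limit read from the data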;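 note: cells stimulated with CCL20 at 14 nM final; plate controls were DMSO with CCL20 for no effect and DMSO without agonist for full effect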
# Target sequence (P51684 whole entry, looked up): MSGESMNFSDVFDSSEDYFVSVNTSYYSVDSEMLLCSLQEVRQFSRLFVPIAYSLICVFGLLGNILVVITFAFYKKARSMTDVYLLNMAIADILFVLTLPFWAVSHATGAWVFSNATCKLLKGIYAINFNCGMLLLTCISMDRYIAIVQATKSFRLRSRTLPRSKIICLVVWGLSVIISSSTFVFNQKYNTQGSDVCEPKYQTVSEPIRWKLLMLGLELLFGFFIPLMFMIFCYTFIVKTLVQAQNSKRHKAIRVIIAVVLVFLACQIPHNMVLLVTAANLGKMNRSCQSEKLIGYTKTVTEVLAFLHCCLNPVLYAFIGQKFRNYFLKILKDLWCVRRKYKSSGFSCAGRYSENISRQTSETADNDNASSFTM
# Jurkat NFkB inh: inhibitors of induced NF-kB luciferase reporter, primary screen, TCR NF-kB activation inhibitor project, cell-based, luminescence, uHTS | Jurkat, PMA/ionomycin-induced NF-kB luciferase reporter | inhibition, % at 4 µM | hit rate 0.53% among 330,000 | AID 435003, 2010; in the data active = inhibition above about 50%
# * marks the source's active call; other numbers are inactive results; x = no result given.
SMILES,UBC13 inh,APJ antag,CXCR6 inh,Gli-Sufu block,EBI2 antag,697 NFkB inh,CCR6 antag,Jurkat NFkB inh
CC(C)(C)NC(=O)c1ccc2c(c1)N(CC(=O)N1CCCC1)C(=O)C(C)(C)O2,1,-6,8,34,-6,18,-9,13
Brc1ccc(CNc2nc3ccccc3n2CCN2CCCCC2)cc1,15,13,14,9,21,-13,30,-22
COc1ccc(S(=O)(=O)n2cccc2)c(OC)c1,2,-13,-2,-10,-7,9,10,6
COc1ccc(Br)cc1/C=N/Nc1ccc(Cl)c(C(=O)O)c1,9,1,-6,9,3,14,-3,1
Cc1cc(C(=O)N/N=C/c2ccc(N(C)C)o2)cs1,-18,-15,2,1,-3,10,13,-3
Cc1cccc(NC(=O)c2ccccc2OCC(=O)c2ccc(F)cc2)c1,-15,-22,-3,17,1,-26,0,-3
CCCCN(C(=O)c1cc(S(=O)(=O)N2CCOCC2)ccc1F)c1c(N)n(CCCC)c(=O)[nH]c1=O,x,x,-6,3,-4,x,2,x
N=c1c2c3c(sc2ncn1N)CCCCC3,-7,-11,-2,7,-24,-10,2,-10
COc1ccc(S(=O)(=O)CCC(=O)N2CC(=O)N(CCc3ccccc3)C(=O)C2)cc1,-3,7,6,6,2,4,10,3
O=C1Cc2cc(S(=O)(=O)N3CCNCC3)ccc2N1,-4,6,-6,7,-18,-6,-2,3
CC(Oc1ccccc1F)C(=O)NC1CCS(=O)(=O)C1 (stereo unspecified),4,6,-4,-18,-7,14,-6,-1
O=C(c1cc(S(=O)(=O)N2CCN(c3ccccc3)CC2)ccc1Cl)N1CCCCCCC1,-5,-13,4,17,0,-2,13,17
CC(C)(C)OC(=O)C[C@@H]1C/C=C\C[C@H](CC(=O)N(CCO)Cc2ccccc2)C(=O)N[C@@H](c2ccccc2)COC1=O,20,6,3,7,2,9,14,8
COc1ccccc1-n1c(-c2ccc(F)cc2)coc1=O,4,10,-8,7,0,1,-1,-10
Cc1cc(C)cc(NC(=S)N2C3CCCC2CC(NC(=O)C2CC2)C3)c1 (stereo unspecified),0,2,1,9,-9,-8,7,1
CCOc1cc(NS(=O)(=O)CC)c(OCC)cc1NC(=O)c1ccco1,-2,-3,-3,3,0,6,-4,6
COc1cc(OC)cc(C(=O)N[C@H](C(=O)OCC(=O)Nc2cccnc2Cl)C(C)C)c1,0,13,0,-7,4,9,4,6
O=c1c2c(nc3nc(NCc4cccc(Cl)c4)[nH]n13)CCC2,0,4,-3,-2,-14,9,4,-4
CCc1cccc(C)c1NC(=S)NCc1ccc2c(c1)cc(C)n2C,4,25,13,10,24,5,1,-8
CCCc1nc2c(s1)CCc1onc(-c3ccc(Br)cc3)c1-2,5,20,-5,-10,6,17,11,-2
CCc1cccc(C)c1NC(=S)NCC1CCN(c2ccc(OC)cc2)C1 (stereo unspecified),-14,7,5,3,15,-45,2,-9
COC(=O)c1cn(C(=O)/C=C/c2ccc(OC)c(OC)c2)c2ccccc12,11,-4,-7,24,20,-14,-5,40
COc1cc(C(=O)NC(CCSC)C(=O)OCC(=O)NC(=O)C2CCCCC2)cc(OC)c1OC (stereo unspecified),-4,-10,-4,-5,-6,15,13,-11
COc1cc(NC(=O)c2ccccc2-c2ccccc2)cc(OC)c1OC,1,27,x,x,x,18,x,4
Cc1c(N)cc(S(=O)(=O)O)cc1NC(=O)c1cccc([N+](=O)[O-])c1,x,x,6,-2,-3,x,2,x
O=C(CCN1CCN(Cc2ccccc2)CC1)NNC(=O)c1cc2ccccc2o1,9,8,6,-4,-5,16,11,-7
COc1ccc(N2CCN(C(=O)c3cc(S(=O)(=O)N4CCCCCC4)ccc3OC)CC2)cc1,0,13,-11,11,0,3,5,-1
O=C(NCCC1=CCCCC1)C1CCCN(S(=O)(=O)c2ccccc2)C1 (stereo unspecified),1,14,2,20,-5,2,5,10
COc1ccc(OC)c(-c2csc(N(CC3CCCO3)C(=O)C3CCCCC3)n2)c1 (stereo unspecified),2,5,5,-1,12,11,6,-8
CC1CCC/C(=N\NC(=S)Nc2ccccc2)C1 (stereo unspecified),6,-9,21,15,9,-30,32,-6
Cc1ccc(NC(=O)c2ccccc2F)nc1,8,10,2,99*,-10,-82,-8,-110
COc1ccc(OC2C(=O)N(Cc3ccc4c(c3)OCO4)C2c2sccc2C)cc1 (stereo unspecified),6,15,4,1,17,-11,24,7
CC(=O)Nc1cccc(-c2csc(Nc3ccc(C)cn3)n2)c1,13,-10,-11,-127,23,-347,5,-201
O=C1CSC(c2cccnc2)N1c1ccc(F)cc1 (stereo unspecified),3,7,-1,5,2,-1,-12,-2
Cc1ccc(NC(=O)CSc2nnc(-c3ccncc3)s2)cc1,9,-2,-5,-21,9,20,-13,3
O=C(c1cc(-c2ccco2)on1)N1CCOCC1,-4,-20,1,-29,4,8,-12,0
COc1ccc(C2C(CC(=O)O)=C(O)C(=O)N2c2ccccc2)cc1 (stereo unspecified),-12,9,-6,-3,-4,-26,7,-25
CN(C)CCCNc1ccc(-c2nn(C)c(=O)c3ccccc23)cc1[N+](=O)[O-],-69,7,14,22,1,-5,28,-25
CC(C)Oc1ccc(/C=N/NC(=O)c2nnn(-c3nonc3N)c2CN(C)c2ccccc2)cc1,-30,-16,6,-6,11,-45,-4,2
COc1ccc(NC(=O)c2onc(C)c2Cl)cc1OC,-4,18,-9,-1,-1,4,8,-5
CCOP(=O)(OCC)C(C#N)=C1SCN(c2ccccc2)CS1,-13,33,6,15,2,-36,14,7
O=C(N/N=C/c1ccc(Cl)cc1Cl)c1ccc(-n2cnnn2)cc1,-10,-6,7,12,-1,39*,8,5
O=C(c1ccc(COc2ccccc2[N+](=O)[O-])o1)N1CCCCCC1,1,15,3,-28,-2,-39,9,-36
COCC(=O)N1CCC(Oc2ccc(C(=O)N(C)Cc3nccs3)cc2)CC1,-2,8,3,-7,-5,11,-4,-1
CCCc1nc2oc3c(Cl)ncnc3c2c2c1CCCC2,6,0,8,1,37,-6,11,17
Cc1ccnc(NC(=O)CNC(=O)c2ccccc2)c1,-1,16,-8,-18,2,-5,10,-13
OC[C@@H](O)C1OC2NC(=S)OC2C1O (stereo partly specified),19,6,2,-16,1,8,0,2
CC1CCN(S(=O)(=O)c2cccc(C(=O)Nc3ccccc3)c2)CC1,-4,12,0,3,-9,9,-2,-5
Cc1ccc(-c2cc(C(=O)N3CC4(C)CC3CC(C)(C)C4)no2)cc1 (stereo unspecified),4,-9,2,9,9,-31,29,-24
CCOC(=O)CSc1cc(C)c(C#N)c2nc3ccccc3n12,-12,8,-2,-1,-30,10,25,-11

# The list goes on:
SMILES,UBC13 inh,APJ antag,CXCR6 inh,Gli-Sufu block,EBI2 antag,697 NFkB inh,CCR6 antag,Jurkat NFkB inh
CCOC(=O)c1nc(-c2ccccc2)oc1N1CCOCC1,4,19,5,14,-10,5,5,-16
Cc1ccc(S(=O)(=O)CC(=O)Nc2cc(C)on2)cc1,-3,17,-6,3,5,3,20,3
COc1cc(/C=C2\SC(=Nc3ccccc3OC)NC2=O)ccc1O,-26,-14,-3,5,-1,4,10,-5
COCCCNC(=S)N(Cc1ccccc1)Cc1ccccc1,-8,2,12,-3,-2,4,15,0
COC(=O)c1ccc(COc2cccc3c2CCN(Cc2cccc(C)c2)C3=O)o1,10,-5,-3,28,16,-15,21,23
CCC(C)N1C(=S)SC(C)(C)C1N(O)C(=O)NC1CCCCC1 (stereo unspecified),4,-25,-3,-5,5,-22,1,-17
CN1CCN(c2ccc(NC(=S)NC(=O)c3cccc4c(Br)cccc34)cc2)CC1,36,6,9,-5,9,-16,50,13
CCCCN(CC)CCCNC(=O)C1CCN(c2ncnc3c2sc2cccc(F)c23)CC1,33,-10,-10,38,18,-10,21,-29
COc1ccc(C2C(C)C(=O)C(C)C(c3ccc(OC)cc3)N2N=O)cc1 (stereo unspecified),x,x,5,5,21,x,13,x
CCOC(=O)c1cccc(NC(=O)/C=C/c2ccc([N+](=O)[O-])cc2)c1,-3,0,-12,0,8,2,6,7
COc1ccc(NS(=O)(=O)c2ccc3c(c2)Cc2ccccc2-3)cn1,-2,1,-7,5,5,-9,6,5
C[C@@]12C(=O)N(c3ccccc3)C(=O)N1[C@@H]1c3ccccc3OC[C@@H]1[C@H]2c1ccccc1,5,4,-7,-7,4,3,7,-2
CCCC(=O)Nc1ccc2c(c1)nc(CCNC(=O)c1ccco1)n2C,-5,-11,-8,35,-1,12,-8,-11
O=C(COC(=O)Cc1ccc(S(=O)(=O)N2CCOCC2)s1)Nc1ccc(F)cc1F,10,-3,-2,-3,8,14,-3,-7
N#Cc1c2nc3ccccc3nc2n2cc(NC(=O)c3ccc(F)cc3)ccc12,x,x,11,-1,-5,x,21,x

# Among those listed so far, nine contain fluorine.
SMILES,UBC13 inh,APJ antag,CXCR6 inh,Gli-Sufu block,EBI2 antag,697 NFkB inh,CCR6 antag,Jurkat NFkB inh
Cc1cccc(NC(=O)c2ccccc2OCC(=O)c2ccc(F)cc2)c1,-15,-22,-3,17,1,-26,0,-3
CCCCN(C(=O)c1cc(S(=O)(=O)N2CCOCC2)ccc1F)c1c(N)n(CCCC)c(=O)[nH]c1=O,x,x,-6,3,-4,x,2,x
CC(Oc1ccccc1F)C(=O)NC1CCS(=O)(=O)C1 (stereo unspecified),4,6,-4,-18,-7,14,-6,-1
COc1ccccc1-n1c(-c2ccc(F)cc2)coc1=O,4,10,-8,7,0,1,-1,-10
Cc1ccc(NC(=O)c2ccccc2F)nc1,8,10,2,99*,-10,-82,-8,-110
O=C1CSC(c2cccnc2)N1c1ccc(F)cc1 (stereo unspecified),3,7,-1,5,2,-1,-12,-2
CCCCN(CC)CCCNC(=O)C1CCN(c2ncnc3c2sc2cccc(F)c23)CC1,33,-10,-10,38,18,-10,21,-29
O=C(COC(=O)Cc1ccc(S(=O)(=O)N2CCOCC2)s1)Nc1ccc(F)cc1F,10,-3,-2,-3,8,14,-3,-7
N#Cc1c2nc3ccccc3nc2n2cc(NC(=O)c3ccc(F)cc3)ccc12,x,x,11,-1,-5,x,21,x
